# Screening data (PubChem)
# aDG glyco act – increases alpha dystroglycan glycosylation; Pro5-aDG cells, alpha-DG glycosylation AlphaScreen (IIH6); 0% Pro5, 100% B10-LARGE cell signal; activation, % at 10 µM; 360,000 tested, 0.22% active;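 active = activation of at least 8% versus controls, or a plate z-score of at least 8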;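 note: Pro5 are CHO cells carrying HIG-tagged alpha-DG that lacks glycosylation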
# TRPM1 prom inh – inhibitors of MITF-driven TRPM1 promoter in melanoma cells | SK-MEL-5 TRPM1 promoter luciferase, 24 h | 330,000 tested, 0.83% active | inhibition, % at 12.5 µM;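 active = mean inhibition across replicates of 60% or more, whatever share of single replicates reaches that level; inconclusive = some that reach 60%, reason not given; inactive = mean inhibition across replicates below 60%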; note: values of inactives mirror those of a sister screen read the other way
# KKLEB cytotox – reduces viability of KKLEB cystic fibrosis airway cells | activity change (cytotoxicity), % at 5 µM | KKLEB CF airway cells viability, ATPlite luminescence, overnight; stronger effect = lower value; cells stimulated with P. aeruginosa culture filtrate | 360,000 tested, 0.36% active;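 active = corrected activity change at or below -50% at 5 µM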
# CF NFkB block – cystic fibrosis NF-kB activation inhibition; KKLEB NF-kB-GFP reporter, PAF-induced, GFP fluorescence overnight; inhibition, % at 5 µM; 360,000 tested, 0.86% active; AID 588850;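 active = at least 50% inhibition at 5 µM, scaled per plate between neutral and stimulator controls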;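 note: PAF is a Pseudomonas aeruginosa culture filtrate used as stimulus; plate controls were PAF-stimulated DMSO wells for no effect and unstimulated DMSO wells for full effect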
# NR2E3 ag-1 – activates human photoreceptor nuclear receptor NR2E3; Q9Y5X4; GST-NR2E3/biotin-RetCOR TR-FRET, 1536-well; inhibition of corepressor binding, % at 4.78 µM; 320,000 tested, 0.12% active; AID 2300;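 active = percent inhibition above the cutoff of mean plus 3 SD of all tested compounds, set per screening campaign, cut at about 20% in these data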;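 note: 0% = DMSO wells and 100% = biotin wells as full block of FRET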
# Target sequence (Q9Y5X4 whole entry, looked up): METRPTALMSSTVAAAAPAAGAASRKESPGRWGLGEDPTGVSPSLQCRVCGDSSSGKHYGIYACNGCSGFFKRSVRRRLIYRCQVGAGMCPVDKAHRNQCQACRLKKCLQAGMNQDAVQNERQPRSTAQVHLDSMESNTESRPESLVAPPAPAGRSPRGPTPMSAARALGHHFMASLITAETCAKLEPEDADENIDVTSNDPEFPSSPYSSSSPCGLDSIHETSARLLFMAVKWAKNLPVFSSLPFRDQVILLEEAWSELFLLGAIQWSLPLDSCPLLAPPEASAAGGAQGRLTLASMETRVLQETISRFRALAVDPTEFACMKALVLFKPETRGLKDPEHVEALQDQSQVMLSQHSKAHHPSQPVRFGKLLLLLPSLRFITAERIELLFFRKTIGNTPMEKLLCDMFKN
#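 Material: NR2E3–RetCOR corepressor complex | Quantity: 1.35 nM GST-tagged NR2E3 final | Schedule: 5 h at 4 °C | Replication: Singlicate compound wells | Reagent: RetCOR corepressor, biotinylated, 7 nM | Controls: Biotin wells as high control, 0.6% DMSO wells as low control | Signal: TR-FRET, Eu(K)-anti-GST donor, streptavidin-D2 acceptor, ex 340, em 617/671 nm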
# Peg3 promoter – Peg3 promoter activity inhibition; 360,000 tested, 1.7% active; HeLa PEG-Prom luciferase reporter, luminescence, overnight; inhibition, % at 20 µM;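 active = inhibition of at least 50% at 20 µM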
# HIF-2a inh – HIF-2a inhibition; 786-0 RCC cells HIF-2a reporter, luciferase luminescence, overnight; inhibition, % at 18.8 µM; 360,000 tested, 0.72% active;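 active = inhibition of the luminescence signal of 40% or more relative to plate controls, in a single-dose primary screen at 18.75 µM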
# Shn3 3UTR inh – Schnurri-3 reporter inhibition in Clone20 osteoblasts. Clone20 osteoblast Shn3 3'UTR firefly luciferase, 24 h. inhibition, % at 12.5 µM. 360,000 tested, 0.52% active. AID 588674;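 active = mean inhibition of at least 75% with every replicate also reaching 75%; inconclusive = mean inhibition at least 75% but some replicate below; inactive = mean inhibition below 75%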;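 note: 0% = median of neutral control wells and 100% = pilot-screen positive control compound; some compounds past the cut are filed as inactive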
# NR2E3 ag-2 – activates human NR2E3 receptor; Q9Y5X4; CHO-S Gal4-NCOR/VP16-NR2E3 two-hybrid, luciferase; inhibition of corepressor binding, % at 3.98 µM; 360,000 tested, 0.35% active; AID 602229;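 active = inhibition above the mean of all tested compounds plus 3 SD, cut at about 70% in these data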;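 note: 0% = DMSO with NR2E3 transfected cells and 100% = cells lacking NR2E3 construct; higher means lower luciferase signal from less NR2E3 corepressor binding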
# iPSC survival up – increases survival of single human iPS cells; AID 602274; hiPSC single-cell survival, ATPlite luminescence; 100% = ROCK inhibitor wells, 0% = DMSO; 360,000 tested, 0.044% active; survival enhancement, % at 20 µM; in the data active = survival enhancement above about 18%;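 note: cells exposed to compounds for 16 hours before the ATP read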
# TWEAK Fn14 block – blocks TWEAK-Fn14 interaction in a reporter cell assay; inhibition, % at 10 µM; 360,000 tested, 2% active; TWEAK-stimulated Fn14 reporter cells, luciferase luminescence, 8 h; in the data active = inhibition above about 50%
# Numbers without * were called inactive; ? = inconclusive; . = not tested or not shown.
SMILES,aDG glyco act,TRPM1 prom inh,KKLEB cytotox,CF NFkB block,NR2E3 ag-1,Peg3 promoter,HIF-2a inh,Shn3 3UTR inh,NR2E3 ag-2,iPSC survival up,TWEAK Fn14 block
O=C1CCC[C@@H]2Cc3nc4cc5c(cc4cc3[C@@H]3CCN1[C@H]23)OCO5,-0.1,-13,4,1,.,-89,-140,-11,-37,-3.0,-15
Cc1cc(NC(=O)c2cnn3c(C(F)F)cc(C4CC4)nc23)no1,-0.3,-4,1,6,2,2,5,-4,-6,-3.6,-12
CCCCNC(=O)CCn1c(=O)c2ccccc2n(CC(=O)NCCc2ccc(OC)c(OC)c2)c1=O,-0.1,-8,8,-15,-2,5,12,1,6,0.0,-25
Cn1c(N)c(C(=O)CSc2nnc(-c3c[nH]c4ccccc34)n2C2CC2)c(=O)[nH]c1=O,-0.1,5,-3,-1,6,5,6,-8,-12,-3.0,7
O=C(Nc1ccccc1)NC1(C(=O)NCc2ccc3c(c2)OCO3)CCCCC1,0.2,-2,6,2,0,14,20,-6,-4,0.7,-5
CCN(CC)CCOc1ccc2c(c1)C(=NNC(=O)c1ccccn1)c1cc(OCCN(CC)CC)ccc1-2,-0.8,3,-26,-6,-2,109*,14,-54,-28,-6.0,-86
CCOc1ccccc1NC(=O)CSCC(=O)Nc1ccccc1,-0.2,5,3,11,-2,12,13,-15,7,1.9,-1
CN1CCN(C(=S)Nc2cccc(Cl)c2)CC1,-0.2,20,11,-5,0,-7,14,4,-17,2.5,0
CCCc1cc(=O)oc2c(CN(CC)CC)c(O)c(Cl)cc12,-0.1,-9,-4,6,0,3,5,-9,1,-0.3,-14
Cc1nc2ccccc2c(=O)n1/N=C/c1cc(Br)ccc1O,-0.1,4,5,0,1,-27,1,17,-36,0.0,-10
COc1cc(Br)c(Br)c(Br)c1N,0.0,-5,3,18,1,0,22,0,-10,1.0,-5
CC1(C)C(=O)Nc2ccccc2N1C(=O)COC(=O)Cc1ccc(Cl)c(Cl)c1,-0.1,-5,8,3,.,5,-1,-7,-12,5.3,-15
CC1CCN(C(=O)C2CCCN(c3ncnc4c3nc3n4CCCCC3)C2)CC1 (centres undefined),0.0,-2,4,2,-2,14,10,-11,-14,-0.2,-8
CCn1c(/C=C/c2ccc(O)cc2)nc2ccccc2c1=O,0.0,4,14,8,3,4,-35,6,-3,2.3,-8
Cc1ccccc1C(=O)NC(=S)Nc1ccc(N2CCOCC2)cc1,0.0,-25,11,-6,0,-49,-91,1,-44,-0.8,-2
Cc1nc2ccccn2c1-c1ccnc(=S)[nH]1,0.0,-19,-3,-18,1,13,27,16,-15,-0.5,7
CCN(CC)C(=O)CC(c1cc(OC)c(OC)c(OC)c1)c1c(OC)cc(OC)c2c(-c3ccccc3)cc(=O)oc12 (centres undefined),-0.3,0,4,-31,5,8,-19,10,-11,-1.2,-29
c1ccc(COc2ccc(-c3cc4nc(NCCN5CCOCC5)ccn4n3)cc2)cc1,4.4,.,-6,25,.,-163,-251,-13,-39,-3.1,41
CCc1sc(NS(C)(=O)=O)nc1-c1ccccc1,0.1,12,11,-3,0,10,10,-13,6,-0.8,-2
COC(=O)c1c[nH]n2c(=O)cc(C)nc12,-0.2,-4,1,1,-2,-1,15,5,16,3.4,-12
Cc1ccc(CN2C(=O)CCC2C(=O)NCCN2CCOCC2)cc1 (centres undefined),-0.1,7,13,-6,1,0,11,-2,17,-1.3,-21
COc1cccc(C(=O)NC(=S)Nc2ccc3c4c(cccc24)CC3)c1,-0.3,-32,4,-11,3,-89,-88,-23,-23,3.3,-37
CCOc1ccc2nc(-c3ccccc3)[nH]c2c1,-0.2,-3,-26,25,2,-175,-118,-74,-274,-3.8,44
Cc1cc(C)cc(C(=O)NC(=S)Nc2ccc(-c3cc4ccccc4oc3=O)cc2)c1,-0.2,59,-57*,57*,0,19,82*,55,-14,-0.5,44
CC(C)(O)[C@@H]1CC(=O)[C@]2(C)[C@H](CC[C@@]3(C)[C@H](c4ccoc4)OC(=O)[C@H]4O[C@]432)[C@@]1(C)/C=C\C(=O)O,-0.1,-1,-3,1,4,-8,-1,-9,-20,-0.7,-7
O=C(NCCN1CCOCC1)c1ccccc1-c1ccccc1,-0.2,-6,10,-3,1,0,8,1,6,-1.5,-3
S=c1[nH]cc(Oc2ccc(Cl)cc2Cl)c(=S)[nH]1,-0.1,.,18,36,.,13,9,6,-27,0.9,4
COCCNC(=O)c1ccccc1NC(=O)CN(c1ccc2c(c1)OCO2)S(C)(=O)=O,-0.1,-8,-4,-9,1,10,15,-8,6,0.1,-17
O=C(NCC1CCCO1)c1cccc(NS(=O)(=O)c2ccccc2)c1 (centres undefined),0.2,2,2,11,4,10,7,-3,-1,-0.1,-3
CN(Cc1ccc(Cl)cc1)C(=O)c1[nH]c(C(F)(F)F)nc1-c1ccccc1,-0.1,.,14,-23,.,9,13,5,6,1.7,-12
NS(=O)(=O)c1ccc(NC(=O)COC(=O)c2cn(-c3ccccc3)nc2-c2ccc(F)cc2)cc1,-0.3,-5,-4,-6,5,24,24,-14,11,-1.1,-15
N#Cc1ccccc1NC(=S)Nc1ccc(F)cc1,0.4,11,6,-13,3,19,10,-6,-8,1.3,4
COC(=O)/C(N=Nc1c(C)n(C)n(-c2ccccc2)c1=O)=C(\C)O,-0.1,40,19,-9,0,4,10,7,-16,1.0,-14
C=CCN1C(=O)C(CC(=O)O)SC1=Nc1ccc(N=Nc2ccccc2)cc1 (centres undefined),-0.4,11,12,-22,2,-8,-17,3,18,0.1,-3
Cc1cccc(CNC(=O)C2CCC(=O)N(C3CCCCCC3)C2)c1 (centres undefined),0.3,-2,-12,-4,4,-9,-46,9,0,0.0,-8
COc1ccccc1C(=O)NC(=S)Nc1ccc(NC(=O)c2ccco2)cc1,0.0,-8,4,-29,1,-34,-27,20,-8,-1.3,-43
CCOC(=O)[C@H]1[C@H]2COc3ccc(C)cc3[C@@H]2N2C(=O)c3ccc(C)cc3NC(=O)[C@@]12C,0.0,13,8,-22,1,12,7,-5,-12,5.1,-2
O=C(COC(=O)/C=C/c1ccc(Cl)cc1)NC(=O)NCc1ccccc1,0.1,3,-2,-8,4,14,11,-2,-10,1.3,10
COC(=O)CCS(=O)(=O)c1ccc(Cl)cc1,0.0,5,6,-3,-2,4,0,-10,-18,-0.7,8
CN(C(=O)c1cccc(NC(=O)Cc2ccc(NC(=O)C3CCN(C(=O)c4ccccc4)CC3)cc2)c1)C1CCCC1,-0.2,-16,-12,-2,.,10,9,-10,-9,1.8,-2
Cc1cc(C)c(-n2nnnc2SCC(=O)c2cccs2)c(C)c1,0.1,-4,1,5,-1,11,20,14,6,1.5,7
CCNC(=S)Nc1ccc(S(=O)(=O)Nc2cc(C)nc(C)n2)cc1,0.1,1,0,3,-4,1,16,9,-17,-0.1,-10
COc1ccc2cc3c(N)nn(C(=O)Cc4c[nH]c5ccccc45)c3nc2c1,0.0,63*,-26,86*,7,106*,50*,23,10,-0.5,95*
COc1ccccc1CCC(=O)N(C)C1CCCN(Cc2ccccc2F)C1 (centres undefined),-0.1,2,0,20,-3,17,12,5,7,1.4,-4
O=C(Cn1[nH]c(=O)c2ccccc2c1=O)OCC(=O)N1CCc2ccccc2C1,-0.2,1,-18,3,-1,11,21,5,-17,-2.0,-11
CCCCCCC[N+](CC)(CC)CCCCc1ccc(Cl)cc1,-0.1,76*,-28,3,1,15,3,?,-46,-5.0,27
Cc1ccc(CNC(=O)Cn2cnc(S(=O)(=O)N3CCC(C)CC3)c2)o1,-0.1,5,13,6,4,-1,13,-3,7,0.4,1
COc1ccc(CC/C(=N\O)C2(O)CCCCC2)cc1,1.0,-9,0,8,-6,-7,-9,-20,-22,-0.3,-8
CCCCCN(C(=O)CCC(=O)OCC(=O)Nc1cccc(SC)c1)c1c(N)n(CCCC)c(=O)[nH]c1=O,0.0,4,0,-24,-2,6,8,-8,18,-0.5,19
CN(C)/C=N/c1nc2nccc(-c3ccc(Cl)cc3)n2n1,-0.3,2,3,10,0,3,19,-1,-1,1.9,-7
Cc1onc(-c2ccccc2)c1C(=O)N1CCN(C)CC1,-0.1,-5,-8,-12,2,12,11,-3,7,8.7,4
COc1cc(SC)ccc1C(=O)Nc1ccccc1,0.5,-28,-4,-22,-2,-230,-253,-90,-78,2.4,16
COc1cccc(CNC(=O)CN2CCC(c3nc4ccc(C)cc4[nH]3)CC2)c1,-0.1,-1,-13,56*,-1,5,19,3,-21,0.1,-16
CCc1ccc2c(CN3CCc4cc(OC)c(OC)cc4C3)cc(=O)oc2c1,1.1,19,-6,-13,2,11,12,0,-28,0.7,10
CN(C)CCNc1nc(-c2ccccc2CO)c2sccc2n1,-0.2,.,3,9,.,2,4,-14,6,0.7,-3
Cc1ccc(-n2ncc3c2CC(C)(C)CC3NC(=O)CCc2cccnc2)cc1 (centres undefined),0.3,5,-8,-8,.,25,15,45,9,0.6,-7
Cc1ccc(/C=C/C(=O)NCCc2ccccc2)o1,0.0,-58,3,-13,0,-190,-209,-36,-93,-0.7,67*
O=C(O)/C=C/C(=O)NCCCc1ccccc1,0.3,7,-7,4,1,14,16,-24,6,-0.6,9
Cc1ccc(-n2c(C)nc3ccsc3c2=O)cc1,0.0,1,7,-3,1,14,5,4,17,0.3,-3
Cc1cc(OCC(=O)Nc2ccc(F)c(F)c2)nc(C(C)C)n1,0.1,1,13,-14,-1,10,11,-12,1,0.9,-4

# Following part:
SMILES,aDG glyco act,TRPM1 prom inh,KKLEB cytotox,CF NFkB block,NR2E3 ag-1,Peg3 promoter,HIF-2a inh,Shn3 3UTR inh,NR2E3 ag-2,iPSC survival up,TWEAK Fn14 block
COc1ccccc1NS(=O)(=O)c1cc(NC(=O)C2=NNC(=O)CC2)ccc1C,-0.2,.,-5,-13,1,14,18,11,7,-0.2,2
O=C(CSc1nc2ccccc2[nH]1)Nc1nc(-c2ccccc2)c(-c2ccccc2)o1,0.3,-4,-16,-7,2,-6,-16,-6,-2,-1.4,-11
O=S(=O)(c1cccc(C(F)(F)F)c1)N1CCCC1c1cccnc1 (centres undefined),-0.1,2,1,12,2,13,14,19,10,0.2,0
COc1ccc(N2C(=O)CC(N3CCC(O)(c4ccc(Cl)cc4)CC3)C2=O)cc1 (centres undefined),0.3,4,5,-22,1,12,-4,22,2,-1.0,-1
CCOC(=O)c1[nH]c(C)c(C(=O)OCC(=O)N2c3ccccc3CC2C)c1C (centres undefined),0.4,-6,-12,1,2,16,3,5,-15,-0.8,15

# 2 compounds from above with just iPSC survival up.
canonical_smiles	iPSC survival up
CCOc1ccc2nc(-c3ccccc3)[nH]c2c1	-3.8
Cc1cc(C)cc(C(=O)NC(=S)Nc2ccc(-c3cc4ccccc4oc3=O)cc2)c1	-0.5
